High-throughput results (PubChem BioAssay)
eIF4E 4G PPI: inhibitors of eIF4E and eIF4G interaction in translation initiation; 0.37% of 220,000 active; P63073+Q04637; TR-FRET eIF4E-eIF4GI(517-606) binding, 2 h; inhibition, % at 21.7 µM;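 further: 0% = full FRET control wells and 100% = background wells lacking eIF4GI fragment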
p47phox inh: inhibitors of human p47phox binding. P14598. p47phox/p22phox peptide binding, fluorescence polarization, 2 h. inhibition, % at 24.7 µM. 0.53% of 220,000 active. AID 1274;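 further: 0% = p47phox with labelled peptide and 100% = labelled peptide alone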
Thrombin inh: blocks human thrombin protease activity | P00734 | alpha-thrombin, Boc-VPR-AMC fluorogenic substrate cleavage | inhibition, % at 5 µM | 0.26% of 220,000 active | AID 1046;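 active means inhibition at or above 40%; inactive means inhibition below 40%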;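 further: 0% = enzyme with no compound and 100% = wells without enzyme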
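Material: human alpha-thrombin enzyme / Medium: pH 7.5 Tris (50 mM) with NaCl 150 mM, Tween 20 0.05% / Compound: single-point dosing at 5 µM, 0.2% DMSO / Incubation: enzyme reaction carried out at room temperature / Detection: AMC fluorescence, 355/460 nm / Read-out basis: percent inhibition scaled between no-compound controls and no-enzyme blanks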
Furin inhibitor: human furin inhibition; P09958; purified furin, fluorogenic substrate cleavage; inhibition, % at 30 µM; 0.061% of 220,000 active; in the data active means inhibition above about 25%; further: inactives centre near -15
Rad51 HR inh: blocks human Rad51 in homologous recombination; Q06609; hRad51 DNA strand exchange, fluorescence dequenching; inhibition, % at 10 µM; 0.085% of 200,000 active; AID 1385;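 active means inhibition above 40% at the single screening dose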;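 further: 0% = DMSO control wells and 100% = blanks with heterologous ssDNA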
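Material: hRad51 filaments on single-stranded DNA; Reagent: Donor/quencher-labelled 47-bp dsDNA substrate; Compound: 10 µM final, single point; Schedule: 37 °C 15-min filament assembly, 30-min compound preincubation, 15-min exchange; Technique: FRET fluorescence, excitation 485 nm, emission 520 nm; Benchmarks: control wells and blank wells on each plate.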
EBV gp42 inh: blocks Epstein-Barr virus glycoprotein 42 binding; Fluorescence polarization binding assay, mP read-out; inhibition, % (tested at 21.74 µM); 0.42% of 220,000 active; AID 1085; in the data active means inhibition above about 50%
14-3-3 Bad PPI: disrupts binding of bovine 14-3-3 zeta to phospho-Bad peptide; TR-FRET 14-3-3zeta/Dy647-pBad peptide displacement, 1 h; 0.71% of 220,000 active; inhibition, % at 21.7 µM; P63103;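 active means inhibition above about 70%, limit read from the data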;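 further: 0% = full 14-3-3 plus peptide FRET controls and 100% = background without 14-3-3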
hK5 inh: inhibitors of human kallikrein 5; Q9Y337; inhibition, % at 5 µM; 0.59% of 210,000 active; recombinant hK5, fluorogenic AMC substrate cleavage; AID 873;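 active means inhibition of 40% or more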;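 further: 0% = enzyme controls without compound and 100% = no-enzyme blanks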
Cl transport mod: modulators of human KCC2 chloride dependent transport; Q9H2X9; KCC2 cells, thallium flux FluoZin-2 fluorescence; B-score of Tl+ flux slope (higher = more flux/activation; lower = inhibition) at 10 µM; 2.2% of 190,000 active; AID 1456;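 active means thallium flux slope and its plate-corrected score both differing from the plate sample mean at a set confidence after two filtering rounds, in either direction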;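 further: slope of fluorescence scaled to starting intensity during 10 to 20 s after thallium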
Numbers without * were called inactive; . = not tested or not shown; [ ] = another dose, or the depositor's remark.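 How the source made its calls, unless noted: active means inhibition above about 30% (limit read from the data); inactive means the rest.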

#	SMILES	eIF4E 4G PPI	p47phox inh	Thrombin inh	Furin inhibitor	Rad51 HR inh	EBV gp42 inh	14-3-3 Bad PPI	hK5 inh	Cl transport mod
1	CCN(CC)S(=O)(=O)c1cccc(C(=O)Oc2cccnc2)c1	1	4	-2	-1[20 µM]	-2	-14	0	10	1.6
2	CC(C)CC(=O)NC(=S)Nc1ccc(N2CCOCC2)c(Cl)c1	0	-7	2	-10	7	-13	-11	-13	1.7
3	CCOC(=O)N1CCC(Nc2c(N3CCN(c4cc(Cl)ccc4C)CC3)c(=O)c2=O)CC1	4	11	-7	-36	0	2	2	3	.
4	COc1ccc(-c2ccc(SCC(=O)NCc3ccc4c(c3)OCO4)nn2)cc1OC	-3	11	-1	-31	4	-14	1	-5	0.21
5	O=C(Nc1ccccc1)N1N=C(c2cccs2)CC1c1cccs1 (centres undefined)	-2	3	-5	-5	4	-8	-12	-17	-0.4
6	CC(C)=CCc1c(C)nc2ccccc2c1C(=O)O	1	-4	2	-7	-3	-6	10	6	.
7	CCOc1ccccc1CNC(=O)C1CCC(=O)N1C(C)C (centres undefined)	-1[fluorescence artefact?]	-5	-1	-36	2	-1	-1	2	.
8	Cn1nc(C(F)(F)F)c(-c2ccccc2)c1NC(=O)c1nccnc1C(=O)O	2	-16	0	4	-29	-20	3	2	-1

Next compounds:
#	SMILES	eIF4E 4G PPI	p47phox inh	Thrombin inh	Furin inhibitor	Rad51 HR inh	EBV gp42 inh	14-3-3 Bad PPI	hK5 inh	Cl transport mod
9	C[C@@H](C(=O)Nc1ccc2ccccc2c1)[C@@H]1C[C@@]1(C)[C@@H](NC(=O)c1cccnc1)c1ccccc1	6	-11	3	-21	.	22	5	-5	-2.5*
10	COc1ccc(N2CCN(C(=O)COc3ccc4c(C)cc(=O)oc4c3)CC2)cc1	0	-3	2	-23	-3	-11	-1	0	-0.31
11	O=C1CC(c2ccccc2)CC(O)=C1C=Nc1ccccc1Cl (centres undefined)	-1[fluorescence artefact?]	-12	0	-16	.	-11	-2[fluorescence artefact?]	-11	-0.44
12	Cc1cc(C(=O)NCc2cccs2)c(C)o1	-2	-6	-11	-27[20 µM]	5	-9	0	-18	-1.5
13	COCCCn1c(SCC(=O)NC2CCCCC2)nnc1-c1ccncc1	-1	-5	-2	-23	12	-19	3	-3	0.33
14	O=C(c1ccc(-c2nnc(-c3ccccc3)o2)cc1)N1CCCCCC1	2[fluorescence artefact?]	0	34	-17	-4	-10	-9[fluorescence artefact?]	30	.
15	O=C(NCC1CCCO1)C(c1ccc(F)cc1)N(CCCN1CCOCC1)C(=O)c1ccc(-c2ccccc2)[nH]1 (centres undefined)	-2	-11	-6	-18	6	-1	-11	4	-1.8
16	COc1ccc(/C(C)=N\NC(=O)CSc2nnc(C)s2)cc1	-2	4	-10	4	4	-10	5	-8	-0.054

(further entries)
#	SMILES	eIF4E 4G PPI	p47phox inh	Thrombin inh	Furin inhibitor	Rad51 HR inh	EBV gp42 inh	14-3-3 Bad PPI	hK5 inh	Cl transport mod
17	Cc1cc(C(=O)C(=O)N(C)C)c(C)n1-c1ccc(Cl)cc1	-2	-10	-8	-4	7	4	-10	-5	0.18
18	CCOC(=O)C(C(C)=O)c1nc(C)nc2c1nnn2Cc1ccccc1Cl (centres undefined)	4	-19	1	-21[20 µM]	2	0	-15	-7	-0.56
19	Cc1cc(C)c(C(N)=O)c(Nc2cccc(Cl)c2C)n1	3	-8	-21	-13[20 µM]	0	-15	-3	-1	-0.19
20	O=C(Cc1ccc(-n2c(=O)c3sccc3n(Cc3ccc(F)cc3)c2=O)cc1)NCc1ccco1	0	-1	-2	-18	5	-18	-12	4	-0.51
21	COc1ccc(/C=C/C(=O)c2ccc3c(c2)OCO3)c(OC)c1	-2	-21	-1	-16	.	-11	4	-12	-0.3
22	Cc1ccsc1C(=O)N1CCC(CO)(Cc2ccccc2)CC1	-2	11	9	-28	2	-16	-13	1	-0.2
23	O=C(Nc1c2c(nc3ccccc13)CCCC2)c1ccccc1Br	-2	-6	1	-5	-1	3	3	2	-0.027
24	CCN1/C(=C2\C(=O)N(c3ccccc3)N=C2C)C=Cc2cc(C)ccc21	-3	-7	-6	-14	.	-34	8[fluorescence artefact?]	-19	0.034

(cont.)
#	SMILES	eIF4E 4G PPI	p47phox inh	Thrombin inh	Furin inhibitor	Rad51 HR inh	EBV gp42 inh	14-3-3 Bad PPI	hK5 inh	Cl transport mod
25	c1ccc(-c2ccnc3nc(N4CCN(c5ccccc5)CC4)nn23)cc1	7	-2	4	-11[20 µM]	0	72*	8	7	-2.1
26	Cc1ccn2cc(C(=O)Nc3ccc4c(c3)OCCO4)nc2c1	-9	-6	0	-32	-3	1	-3[fluorescence artefact?]	-6	-0.023
27	CCOc1ccc(Cc2noc3c2C(=O)CC(C)(C)C3)cc1OCC	3	.	2	-33	.	-6	3	9	-1.3
28	CC(C)OP(=O)(OC(C)C)C(NC(=O)c1ccccc1)C(N)=O (centres undefined)	0	-12	3	-25	4	1	-19	2	-0.2
29	CCCn1c(CNc2ccccc2O)nc2ccccc21	-1	-6	0	19[20 µM]	3	-19	-7	4	.
30	CCOc1nc(Nc2ccc(OC)cc2)nc(OCC)n1	6[fluorescence artefact?]	-17	-6	-16[20 µM]	0	-10	-14[fluorescence artefact?]	-26	0.12
31	O=C(Nc1ccc2c(c1)OCCO2)c1cc2sccc2n1Cc1ccccc1	-5	-10	-3	-15[20 µM]	6	-1	-2	3	-0.97
32	O=C(/C=C/c1ccc(Cl)cc1)Nc1ccc(Br)cn1	-1	-9	0	-20	3	-9	10	-16	-0.8

Carrying on:
#	SMILES	eIF4E 4G PPI	p47phox inh	Thrombin inh	Furin inhibitor	Rad51 HR inh	EBV gp42 inh	14-3-3 Bad PPI	hK5 inh	Cl transport mod
33	COC(=O)CC(NC(=O)Nc1ccc(C)cc1)c1cccc([N+](=O)[O-])c1 (centres undefined)	-1	-6	-5	-7	38	-8	-10	-8	-1.3
34	COc1ccc(CNC(=O)CN2C(=O)NC3(CCCCCC3)C2=O)cc1OC	-2	4	1	3	21	-1	-16	-10	1.8
35	CCN(CC)S(=O)(=O)c1cccc(C(=O)Nc2cc(C)cc(C)c2)c1	10	-2	1	-22[20 µM]	3	-3	11	0	-0.57
36	NC(=O)NC(c1ccccc1)c1ccccc1	7	-4	3	-12[20 µM]	3	0	0	-2	0.26
37	O=C(NCc1ccccc1Cl)c1cnn2cccnc12	-1	-18	4	-16[20 µM]	-1	-14	-7	-3	0.95
38	Cc1ccccc1C(=O)c1cccn1CC(=O)NCCN1CCN(c2cccc(C)c2C)CC1	-8	-4	-7	1[20 µM]	-5	-2	-7	-4	0.98
39	COc1ccccc1NC(=O)Nc1ccc2[nH]c(=O)[nH]c2c1	-1	-3	-6	-8	24	-6	-8	2	1.2
40	CCN(CC)S(=O)(=O)c1ccc(Cl)c(C(=O)NC)c1	2	-3	0	-11	3	0	1	11	.

Shown in transposed form: two of the compounds above.
9: C[C@@H](C(=O)Nc1ccc2ccccc2c1)[C@@H]1C[C@@]1(C)[C@@H](NC(=O)c1cccnc1)c1ccccc1
10: COc1ccc(N2CCN(C(=O)COc3ccc4c(C)cc(=O)oc4c3)CC2)cc1

Compound | 9 | 10
eIF4E 4G PPI | 6 | 0
p47phox inh | -11 | -3
Thrombin inh | 3 | 2
Furin inhibitor | -21 | -23
Rad51 HR inh | . | -3
EBV gp42 inh | 22 | -11
14-3-3 Bad PPI | 5 | -1
hK5 inh | -5 | 0
Cl transport mod | -2.5* | -0.31

(list continues)
#	SMILES	eIF4E 4G PPI	p47phox inh	Thrombin inh	Furin inhibitor	Rad51 HR inh	EBV gp42 inh	14-3-3 Bad PPI	hK5 inh	Cl transport mod
41	CC(C)N(C(=O)CSc1nc2ccccc2n1Cc1ccc(F)cc1)C(C)C	-3	-12	-1	-9[20 µM]	-3	-1	-3	-8	0.85
42	O=C(Nc1ccc(NC(=O)C2CCCCC2)nc1)c1ccccn1	-1	-1	-4	-22	-11	-7	-14	-1	-0.84
43	O=C(Nc1ccc(S(=O)(=O)NCc2ccccc2)cc1)c1ccc(Br)o1	2	9	-6	-15[20 µM]	3	-3	2[fluorescence artefact?]	-2	1.1
44	Cc1ccc(S(=O)(=O)N2CCN(c3ccc4nnc(-c5ccccc5)n4n3)CC2)cc1	2	-19	-8	-4	2	-8	2	-5	-0.38
45	CN(C)CC(C)(C)CNS(=O)(=O)c1cccc(Cl)c1Cl	2[fluorescence artefact?]	-8	4	-11[20 µM]	1	-35	18[fluorescence artefact?]	9	0.81
46	CCCCCCCOC(=O)C[N+](C)(C)CCOC1CC2CCC1(C)C2(C)C (centres undefined)	10	-2	-7	-4	7	-20	27	-3	1.4
47	CCOc1cc(C(=O)NCc2ccccc2)ccc1OCC(=O)N1CCOCC1	0	5	-7	-3	-4	0	7	0	-0.19
48	CCOC(=O)c1ccc2c(c1)nc(SCC(=O)N1CCOCC1)n2CC	0	0	-7	-14	-48	-14	-2	-5	0.049

Next part
#	SMILES	eIF4E 4G PPI	p47phox inh	Thrombin inh	Furin inhibitor	Rad51 HR inh	EBV gp42 inh	14-3-3 Bad PPI	hK5 inh	Cl transport mod
49	N#Cc1cc(-c2ccccc2)c[nH]c1=O	5	8	-4	-45[20 µM]	-6	-1	-2	-54	.
50	Cc1oc(=O)c(NC(=O)c2ccccc2)cc1C(C)O (centres undefined)	-1	-6	1	-21	7	8	-25	0	0.82
51	CCOc1cc(/C=N/NC(=O)Nc2ccccc2)ccc1O	0	75*	-3	-21	-1	1	-1	7	-1.1
52	CCC(=O)Nc1c(C(=O)N2CCCCCC2)cnn1-c1ccc(C)c(C)c1	-1[fluorescence artefact?]	-5	-10	-21[20 µM]	-2	-5	-4[fluorescence artefact?]	-2	0.017
53	CCOc1ccccc1NC(=O)c1ccc(-n2cncn2)nc1	5	-19	-4	-13	9	-1	-1	-13	0.31
54	O=C1C2CC=CCC2C(=O)N1c1ccc(NCCc2ccc(O)cc2)c([N+](=O)[O-])c1 (centres undefined)	5	0	6	0	.	-1	-9	1	-3.3
55	COC(=O)c1ccc(CSc2nc3sc(C(=O)O)c(C)c3c(=O)[nH]2)cc1	1	1	-4	-20	-8	0	1	0	1.5
56	CCOC(=O)N1CCN(C(=O)CSc2nnc(-c3ccc(C(C)(C)C)cc3)o2)CC1	-4	-15	-2	-14	3	-14	9	-17	0.038

Fetched one by one from the entries so far, two records:
#	SMILES	eIF4E 4G PPI	p47phox inh	Thrombin inh	Furin inhibitor	Rad51 HR inh	EBV gp42 inh	14-3-3 Bad PPI	hK5 inh	Cl transport mod
49	N#Cc1cc(-c2ccccc2)c[nH]c1=O	5	8	-4	-45[20 µM]	-6	-1	-2	-54	.
54	O=C1C2CC=CCC2C(=O)N1c1ccc(NCCc2ccc(O)cc2)c([N+](=O)[O-])c1 (centres undefined)	5	0	6	0	.	-1	-9	1	-3.3

Following part:
#	SMILES	eIF4E 4G PPI	p47phox inh	Thrombin inh	Furin inhibitor	Rad51 HR inh	EBV gp42 inh	14-3-3 Bad PPI	hK5 inh	Cl transport mod
57	Cc1c(Cl)cccc1N1C(=O)CC(NNC(=O)c2cccnc2)C1=O (centres undefined)	-5	-23	-6	-5	-3	-16	-1	-6	0.89
58	Cc1ccc(C(NC(=O)N2CCOCC2)C(Cl)Cl)cc1F (centres undefined)	0	-2	-1	-33	2	-9	-8	12	0.13
59	O=C(NC(=S)Nc1ccc2[nH]ncc2c1)c1ccccc1	-4[fluorescence artefact?]	-2	6	-15[20 µM]	-1	-10	46	6	0.089
60	COc1ccc(Cl)cc1NC(=O)NCCN1CCCCC1	-6	-3	1	-18	-6	-3	3	-23	-0.48
